pCIP destab = lowers stability of the mouse p/CIP coactivator protein. F442A p/CIP-EGFP cells, EGFP fluorescence, 16 h. Q05BA5. AID 1984. decrease of EGFP signal, % at 10 µM. actives 0.01% (n = 290,000);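 active = EGFP signal decrease of at least 30% at 10 µM or well 3 SD below plate mean, unless failing retest; inactive = the rest, including hits failing retest or dose response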; also: some compounds called inactive have numbers as strong as hits; many of its hits are not listed in these tables
NALP1 yeast inh = blocks the NALP1 inflammasome reconstituted in yeast; AID 2071; inhibition, % at 10 µM; actives 0.61% (n = 280,000); S. cerevisiae NALP1/ASC/caspase-1 growth, X-gal OD620, 72 h; in the data active = inhibition mostly above about 24%, no sharp cut-off; inactive = mostly below about 32%; also: some compounds called inactive have numbers as strong as hits
MEKK3 PB1 HTS = raises or lowers MEK5 binding to the human MEKK3 PB1 domain; AID 1529; binding response (% of control), % at 10 µM; bead-based flow cytometry, Alexa488-MEK5 binding to MEKK3; actives lie on both sides; 0 = blocked by unlabeled MEK5, 100 = vehicle; actives 1.4% (n = 290,000); Q99759;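 active = binding response more than 3 SD above or below the average of its plate-row segment, actives on both sides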;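 also: Alexa488 bead fluorescence after subtracting the streptavidin-only scavenger bead signal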
MEKK2wt PB1 HTS = raises or lowers MEK5 binding to wildtype human MEKK2 PB1 domain. binding response (% of control), % at 10 µM. bead flow cytometry, Alexa488-MEK5 binding to MEKK2 WT; actives lie on both sides. actives 1.1% (n = 290,000); in the data active = binding response below about 67% or above about 130%
MEKK2mut PB1 HTS = signal of MEK5 binding to mutant human MEKK2 PB1 domain; bead flow cytometry, Alexa488-MEK5 binding to MEKK2 mutant; percent response, % at 10 µM; actives 0.35% (n = 290,000); AID 1530; in the data active = percent response above about 24%, passing the limit was not always enough; also: inactives centre near 1; some results filed as inactive read as strong as hits; reference of the scale not given here
IDE cell inh = cellular human IDE inhibition; P14735; HEK cells, FAbetaB cleavage, fluorescence polarization; inhibition, % at 5.59 µM; actives 0.41% (n = 320,000);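 active = percent inhibition above the average of all tested compounds plus 3 SD, set per screening campaign, cut at about 16% in these data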;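 also: IDE supplied by intact live HEK cells; FP after avidin binding of uncleaved biotin substrate so inhibition keeps polarization high; 0% = DMSO wells and 100% = 60 µM reference IDE inhibitor Ii1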
UBC9 SUMO inh = inhibitors of human SUMOylation (UBC9); P63279; HTRF SUMOylation assay, SAE1/SAE2 + UBC9, in vitro; AID 2006; actives 0.36% (n = 290,000); inhibition, % at 35 µM; in the data active = inhibition above about 50%, passing the limit was not always enough; also: strong numbers were not always called active
PfM18AAP inh = PfM18AAP enzyme inhibition; inhibition, % at 7.35 µM; recombinant PfM18AAP, H-Glu-NHMec fluorogenic cleavage; actives 1.2% (n = 290,000);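 active = inhibition above the campaign mean inhibition over all tested compounds plus 3 SD, cut at about 28% in these data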;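 also: 0% = plate median of test compound wells and 100% = 2 mM ZnCl2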
IDE act = IDE (human) activation, cell-based; HEK cells, FAbeta-B cleavage, fluorescence polarization; 0% vehicle, 100% cell-free pure enzyme wells; activation, % at 5.96 µM; actives 0.073% (n = 340,000);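 active = activation above the mean of all tested compounds plus 3 SD, set per screening campaign, cut at about 17% in these data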
* = called active by the depositor; nt = no result given; [ ] = remark or other dose. Only part of the results is shown; count on the stated rates, not on these rows.

SMILES	pCIP destab	NALP1 yeast inh	MEKK3 PB1 HTS	MEKK2wt PB1 HTS	MEKK2mut PB1 HTS	IDE cell inh	UBC9 SUMO inh	PfM18AAP inh	IDE act
CC1(C)Cc2c(cnn2-c2ccccc2)C(NC(=O)c2ccoc2)C1 (stereo not given)	-21	11	102	98	12	1	6	3	2
CSc1sc(C(=O)NN)c2c1C(O)CCC2 (stereo not given)	nt	nt	102	96	1	0	nt	nt	2
O=C(c1ccc(Br)c([N+](=O)[O-])c1)N1CCN(Cc2ccccc2)CC1	0	5	102	108	5	-5	12	-1	-4
Cc1ccc(NC(=O)c2ccc(Cl)c(N3C(=O)C=CC3=O)c2)cc1	-1	5	103	103	2	11	0	-8	-37
Cc1ccc(C)c(NC(=S)NC2CC3CCCC(C2)N3CC(C)C)c1 (stereo not given)	-13	-18	90	92	1	-4	-8	-7	2
CC(C)=N/N=C1\NC(=O)C(C)S1 (stereo not given)	-6	-20	97	100	0	0	2	5	2
O=C(CN1CCN(S(=O)(=O)N2CCCCC2)CC1)Nc1ccc(Cl)c(Cl)c1	-10	7	98	97	0	6	-20	-2	-1
Cc1ccc(C(=O)N/C(=C/c2cccs2)C(=O)NCCc2c[nH]c3ccccc23)cc1	-7	6	101	101	-1	-3	12	3	4
CCOC(=O)C1=C(CN2CCc3ccccc32)NC(=O)NC1c1cccc([N+](=O)[O-])c1 (stereo not given)	-5	-5	103	98	-3	-1	-6	2	2
Cc1cccc(NC(=O)/C(C#N)=C/c2cn(CC(=O)NCc3ccco3)c3ccccc23)c1	-7	25	119	101	1	1	8	-3	5
CC(=O)Nc1ccc(NC(=O)CCNS(=O)(=O)c2cccc3nsnc23)cc1	7	-2	127	113	3	-1	3	-1	5
O=C(Nc1ccc(N2CCOCC2)cc1N1CCOCC1)c1ccc(Cl)cc1	-7	-4	101	105	9	-3	6	4	-6
O=C(c1ccncc1)N1N=C2CCCCCC2C1(O)C(F)(F)F (stereo not given)	-12	-9	104	100	-2	-3	1	1	9
COc1ccc(C(CNC(=O)c2ccc3c(c2)C(=O)N(CCC(C)C)C3=O)N2CCOCC2)cc1 (stereo not given)	-6	-4	109	108	4	6	1	-17	0
COc1ccccc1OCc1nn[nH]n1	-15	-30	104	106	4	3	9	0	10
C=CCn1c(SCC(=O)N2CCN(C(=O)c3ccco3)CC2)nc2sc(CC)cc2c1=O	17	17	98	99	7	21*	15	-4	-14
CC(=O)Nc1ccc(NS(=O)(=O)c2cc(-c3n[nH]c(=O)c4ccccc34)ccc2C)cc1	-4	2	104	100	-4	1	4	5	0
Cn1c(SCC(=O)NC2CC2)nnc1-c1cccs1	-15	15	100	106	7	-1	11	-3	3
CN(c1c[nH]c(=O)[nH]c1=O)C1CCCCC1	-5	-12	69*[inhibitor]	72	-13	2	4	-1	nt
Cc1cccc(C(=O)NCC(C)NC(=O)c2cccc(C)c2)c1 (stereo not given)	13	3	105	102	2	4	-9	1	6

Structures listed above printed as active in IDE cell inh.
SMILES	pCIP destab	NALP1 yeast inh	MEKK3 PB1 HTS	MEKK2wt PB1 HTS	MEKK2mut PB1 HTS	IDE cell inh	UBC9 SUMO inh	PfM18AAP inh	IDE act
C=CCn1c(SCC(=O)N2CCN(C(=O)c3ccco3)CC2)nc2sc(CC)cc2c1=O	17	17	98	99	7	21*	15	-4	-14

Carrying on:
SMILES	pCIP destab	NALP1 yeast inh	MEKK3 PB1 HTS	MEKK2wt PB1 HTS	MEKK2mut PB1 HTS	IDE cell inh	UBC9 SUMO inh	PfM18AAP inh	IDE act
CC1(C)Cc2c(sc3nc(SCC(=O)NCc4ccco4)n(-c4ccccc4)c(=O)c23)CS1	-7	nt	77	75	-8	3	2	17	0
Cc1ccc(Cn2ccc(NC(=O)c3cc(-c4ccccc4)on3)n2)cc1	-10	-14	103	97	2	5	4	1	-4
O=C(NCCCN1CCOCC1)NC1CCCCC1	10	1	101	103	7	0	-10	-3	-1
CC(=O)c1ccc2c(c1)Nc1ccccc1S2	6	2	88	94	-10	11	5	4	2
COc1ccccc1N1CCN(C(=O)c2cc(-c3ccc(F)cc3)on2)CC1	-21	17	100	98	-1	-4	1	-4	3
O=C(O)CSc1cc(C(=O)c2ccccc2O)cn2c(=O)c3c(-c4ccccc4)csc3nc12	-23	-4	102	92	-5	6	54	-1	-5
CC(C)(C)OC(=O)n1cc(/C=N/NC(=O)c2ccco2)c2ccccc21	12	19	100	99	3	1	4	3	4
COC1=C(C)C(O)=C(C(=O)/C=C/c2ccccc2)C(=O)C1(C)C	-12	14	106	100	6	-3	20	nt	1
Cn1c(Cc2ccccc2)[n+](C)c2ccccc21	-8	-6	103	99	-1	3	5	-4	5
COc1ccc(/C=N/NC(=O)c2ccccc2F)cc1CN1CCN(c2ccc(F)cc2)CC1	-12	-22	104	112	0	-2	6	-3	-7
COc1ccc(OC)c(NC(=O)CSc2nnc(CNC(=O)c3ccco3)o2)c1	-8	4	110	114	12	-2	22	-1	-4
CCOc1cc(CNCCO)ccc1OCC(=O)NC(C)(C)C	2	19	100	100	3	0	-5	-9	nt
CC(C)(C)NS(=O)(=O)c1ccc(NS(C)(=O)=O)cc1	-7	5	99	102	5	1	10	-4	11
COc1ccc(NC(=O)Cc2c(Sc3ccccc3)c3ccccc3n2C)cc1	-8	28	154*	113	1	-4	10	-6	2
C[n+]1ccccc1/C=C1\Sc2ccccc2N1CCO	-22	3	92	91	-6	6	1	7	1
O=C(CN1C(=O)S/C(=C\c2ccc(-c3cc(C(=O)O)ccc3Cl)o2)C1=O)Nc1ccc2c(c1)OCO2	-15	-48	96	96	-3	nt	84*	2	1
O=C(COC(=O)C1=COCCO1)Nc1ncc(C(F)(F)F)cc1Cl	0	4	103	100	4	4	-4	5	-8
CCN(C(=O)CSc1nnc(-c2ccncc2)o1)c1ccccc1	-3	7	100	105	3	3	12	-1	-1
CCc1nnc(NC(=O)c2nc(S(=O)(=O)Cc3cccc(C)c3)ncc2Cl)s1	-9	-14	102	104	4	4	8	-23	5
Cc1ccc(NC(=O)CS(=O)CC(=O)Nc2cnc3ccccc3c2)cc1Cl (stereo not given)	1	19	102	99	0	7	12	0	0

Rewritten with the structure last: entries from further up.
| pCIP destab | NALP1 yeast inh | MEKK3 PB1 HTS | MEKK2wt PB1 HTS | MEKK2mut PB1 HTS | IDE cell inh | UBC9 SUMO inh | PfM18AAP inh | IDE act | SMILES |
| --- | --- | --- | --- | --- | --- | --- | --- | --- | --- |
| -7 | 5 | 99 | 102 | 5 | 1 | 10 | -4 | 11 | CC(C)(C)NS(=O)(=O)c1ccc(NS(C)(=O)=O)cc1 |
| -8 | 28 | 154* | 113 | 1 | -4 | 10 | -6 | 2 | COc1ccc(NC(=O)Cc2c(Sc3ccccc3)c3ccccc3n2C)cc1 |
| -22 | 3 | 92 | 91 | -6 | 6 | 1 | 7 | 1 | C[n+]1ccccc1/C=C1\Sc2ccccc2N1CCO |
| -15 | -48 | 96 | 96 | -3 | nt | 84* | 2 | 1 | O=C(CN1C(=O)S/C(=C\c2ccc(-c3cc(C(=O)O)ccc3Cl)o2)C1=O)Nc1ccc2c(c1)OCO2 |
| 0 | 4 | 103 | 100 | 4 | 4 | -4 | 5 | -8 | O=C(COC(=O)C1=COCCO1)Nc1ncc(C(F)(F)F)cc1Cl |
| -3 | 7 | 100 | 105 | 3 | 3 | 12 | -1 | -1 | CCN(C(=O)CSc1nnc(-c2ccncc2)o1)c1ccccc1 |

The listing continues:
SMILES	pCIP destab	NALP1 yeast inh	MEKK3 PB1 HTS	MEKK2wt PB1 HTS	MEKK2mut PB1 HTS	IDE cell inh	UBC9 SUMO inh	PfM18AAP inh	IDE act
CCCCNC(=S)NNC(=O)c1cc(-c2ccncc2)nc2ccccc12	-4	0	92	89	0	-2	-79	2	-1
COc1ccc(CCNC(=O)Cn2c(=O)[nH]c3ccsc3c2=O)cc1OC	14	-2	107	110	4	-10	8	-1	4
O=C(COC(=O)C1CCC(=O)N1)Nc1ccccc1Br (stereo not given)	-11	-17	128*	109	-2	5	0	-7	-2
Cc1nc(C#N)c(NCc2ccc3c(c2)OCO3)o1	1	10	95	101	3	-3	-5	-16	1
C/C(=N/NC(=O)c1cc(-c2ccc(Cl)s2)[nH]n1)c1ccco1	-10	nt	96	97	-14	7	-16	18	nt
N#C/C(=C\c1ccc[nH]1)C(=O)NCC1CCCO1 (stereo not given)	-11	2	97	95	-7	5	26	-6	6
O=C(NCCN1CCOCC1)c1cnn2c1NC(c1cccs1)CC2C(F)(F)F (stereo not given)	1	3	103	106	3	-5	3	2	nt
COc1ccc(N/C=C/C(=O)c2ccc(OC)c(OC)c2)cc1	2	2	96	98	1	7	17	-3	1
CCOc1ccccc1NC(=O)Cn1c(C)cc(COC)c(C#N)c1=O	-9	-1	100	103	1	0	10	-7	1
CCOc1ccc(CCNC(=O)CCC(=O)N2CCOc3ccccc32)cc1OCC	-3	9	99	100	-2	0	6	-5	4
CCn1c(=O)c2cc(C(=O)NCCC(C)C)sc2c2ccccc21	6	33	102	101	0	-7	-4	-1	3
CCOC(=O)c1c(C)[nH]c(=S)c(C#N)c1-c1ccc(Cl)cc1	-10	13	95	96	-2	6	24	-2	-1
NNC(=O)c1nn(-c2ccccc2)cc1O	-4	-10	100	85	-10	-3	18	28*	nt
CCCn1c(CCC(=O)O)ccc1-c1cccs1	9	7	103	107	7	1	5	-8	1
COCCNCC(=O)Nc1nc(C)cs1	-24	13	98	100	-1	nt	27	-1	0
C/C(=N\NC(=O)c1cccnc1)c1cccc([N+](=O)[O-])c1	6	-5	99	99	-3	12	9	2	2
O=C(Nc1ccccc1)OCc1cc(-c2ccc(Cl)cc2)on1	3	-4	nt	nt	nt	-7	-14	9	-3
Cc1ccsc1/C=N/NC(=O)Cc1cc(=O)[nH][nH]1	-10	-4	103	98	-2	0	26	1	6
CCCCOc1ccc(OCCNS(=O)(=O)N(C)C)cc1	8	-33	96	97	1	-3	0	-8	0
Cc1cc(C)nc(SCC(=O)Nc2ncc3c(n2)CCCC3=O)n1	-8	15	92	92	-4	3	18	-2	0
CCCCn1nc2cc(C(=O)NCC34CC5CC(CC(C5)C3)C4)ccc2c1OCC	1	38	99	94	-4	5	0	-5	4
Cc1ccc(C(=O)N2CCCC(CCC(=O)N3CCN(c4ccccn4)CC3)C2)cc1 (stereo not given)	-12	13	99	99	1	0	16	5	-8
COc1ccc2cc3cc(C(=O)N4CCCCCC4)oc3nc2c1	-7	18	96	96	-6	1	12	-14	-1
